FEN1 inh: qHTS Assay for the Inhibitors of Human Flap endonuclease 1 (FEN1) | P39748 | hit rate 0.35% among 390,000 | AID 588795, 2011 | Recombinant FEN1 flap cleavage, fluorescence, 15 min | Potency, µM (highest dose often 114 µM), for the others: at the top dose activity change, negative = inhibition, usual class: inhibitors; also: nearly all actives have a fitted effect of over 65% in size
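Enzyme 10 nM, 15 min RT preincubation with compound; start with substrate 50 nM final; reads at 0 and 15 min; qHTS titration, four-parameter Hill fit.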
N370S GC: qHTS Assay for Inhibitors and Activators of N370S glucocerebrosidase as a Potential Chaperone Treatment of Gaucher Disease; Potency, µM (top dose mostly 59.4 µM), for inactives: top-dose activity change, negative = inhibition, hits mostly inhibitors; hit rate 0.092% among 330,000; Lysosomal acid glucosylceramidase (Homo sapiens), P04062; N370S GC spleen homogenate, 4MU-glucoside fluorescence; AID 2101, 2009;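 also: 0% = full enzyme activity and -100% = no enzyme basal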
GCN5L2 inh: qHTS Assay for Inhibitors of GCN5L2; Histone acetyltransferase KAT2A (Homo sapiens), Q92830; GCN5L2 HAT assay, ThioGlo1 CoA-SH fluorescence; Potency, µM (titrated, usually from 58.9 µM), inactives show at the highest dose activity change, negative = inhibition, actives largely listed as inhibitors; hit rate 0.21% among 390,000; AID 504327, 2011
Target sequence (Q92830 whole entry, looked up): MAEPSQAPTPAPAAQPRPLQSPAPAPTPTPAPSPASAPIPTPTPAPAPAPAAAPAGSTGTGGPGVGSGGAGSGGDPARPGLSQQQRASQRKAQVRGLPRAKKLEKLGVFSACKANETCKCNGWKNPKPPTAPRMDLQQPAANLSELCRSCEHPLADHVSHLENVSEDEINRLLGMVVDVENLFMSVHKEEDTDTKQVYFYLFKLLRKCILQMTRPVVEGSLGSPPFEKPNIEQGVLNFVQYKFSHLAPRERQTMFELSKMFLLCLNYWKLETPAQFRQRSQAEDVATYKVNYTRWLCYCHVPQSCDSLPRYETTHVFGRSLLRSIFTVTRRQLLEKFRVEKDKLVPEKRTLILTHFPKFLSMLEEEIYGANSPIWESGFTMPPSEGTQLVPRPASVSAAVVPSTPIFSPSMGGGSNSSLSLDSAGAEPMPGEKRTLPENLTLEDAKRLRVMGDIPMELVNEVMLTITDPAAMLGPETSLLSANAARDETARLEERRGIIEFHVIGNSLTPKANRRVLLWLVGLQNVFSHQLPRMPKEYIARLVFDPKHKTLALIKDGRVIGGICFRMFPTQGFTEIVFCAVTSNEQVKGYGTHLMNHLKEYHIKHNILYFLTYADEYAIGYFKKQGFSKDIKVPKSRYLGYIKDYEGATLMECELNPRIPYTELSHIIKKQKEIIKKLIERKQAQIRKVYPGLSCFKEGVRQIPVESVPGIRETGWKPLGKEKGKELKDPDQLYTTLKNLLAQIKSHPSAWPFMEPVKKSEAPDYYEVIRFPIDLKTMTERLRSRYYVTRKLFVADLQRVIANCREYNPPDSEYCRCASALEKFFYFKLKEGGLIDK
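Preincubate 20nM GCN5L2 with compound 15 min, RT → add 50uM ThioGlo1 + 75uM H3(1-25) + 70uM acetyl-CoA → read fluorescence 0 and 20 min. Primary qHTS; fluorescent artifacts likely.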
* hit, by the source's call; u = inconclusive; x = no result given; [ ] = dose if it differs, or a comment. Calls follow the shape of the dose curve; as a rule, active = well fitted curve in the direction sought with a large enough effect; inconclusive = small, poorly fitted or top-dose-only effect, or another doubt; inactive = no such curve, though single readings can be large; an effect the other way counts as inactive or inconclusive. Unless noted, % is scaled to controls: 0 for no effect and ±100 for the full control effect; potency is read from the fitted curve at half-maximal effect.

FEN1 inh	N370S GC	Compound	GCN5L2 inh
-9.0%	1.1%	COc1ccc(OC)c(-n2nnnc2SCC(=O)Nc2ccc3c(c2)OCCO3)c1	2.2%
16.2%	-1.5%	Cc1cccc(C(=O)OCC(=O)NCCCc2ccccc2)c1O	18.5%
0.0%	14.9%	CCOC(=O)c1cn(CC(=O)Nc2ccc(CC)cc2)nn1	-11.2%
0.8%	2.1%	COc1cccc(CNC(=O)C(CCSC)NS(=O)(=O)c2ccc3c(c2)oc(=O)n3C)c1 (stereo not given)	-14.8%
-10.3%	1.8%	CCCCn1c(N)c(N(CCC(C)C)C(=O)c2ccc([N+](=O)[O-])s2)c(=O)[nH]c1=O	-6.4%
-9.2%	11.6%	O=C(NC12CC3CC(CC(C3)C1)C2)N1CCN(c2nc(-c3ccccc3)cs2)CC1	-15.0%
0.3%	-0.6%	CCc1cccc(NC(=O)CCc2c(C)nn(-c3ccc(N4CCOCC4)nn3)c2C)c1	-9.1%
-7.4%	x	COc1ccc(-c2[nH]c(-c3ccc(F)cc3)nc2SCC(=O)Nc2ccc(OC)c(OC)c2)cc1	-7.0%

Next records follow.
FEN1 inh	N370S GC	Compound	GCN5L2 inh
-3.1%	12.6%	COc1ccccc1NC(=O)COC(=O)Cc1cccs1	-7.0%
-14.3%	-2.1%	Cc1nn(C)cc1/C=N/NC(=O)C1(O)c2ccccc2-c2ccccc21	-0.3%
-1.1%	5.3%	O=C(NCc1ccc(F)cc1)Nc1ccc(Cl)cc1	0.1%
6.7%	1.8%	CC(C)(C)c1cc(C(C)(C)C)n(-c2ccccc2)n1	-1.9%
-5.2%	x	CC(C)Oc1ccc(CNC(=O)CN2C(=O)c3cccnc3Oc3ccc(Cl)cc32)cc1	-10.9%
-1.0%	-4.3%	COc1cc(/C=C(\C#N)C(=O)NCc2ccccc2)ccc1OCc1ccc(C(=O)O)cc1	-12.5%
13.7%	x	CN(CC(=O)N1CCN(Cc2ccccc2)CC1)C(=O)Cc1ccc(Cl)c(Cl)c1	-6.7%
-2.7%	6.1%	CCOC(=O)C1=C(C)C(c2ccc(OC)cc2OC)NC(=O)N1 (stereo not given)	-0.9%

Additional structures:
FEN1 inh	N370S GC	Compound	GCN5L2 inh
12.6%	-6.3%	COC(=O)c1ccccc1SCc1csc(C)n1	-4.1%
10.6%	2.3%	COc1cc(/C=N/NC(N)=S)ccc1OC(=O)c1ccc(C)cc1	-6.9%
u	u	COc1ccccc1[C@H]1C(c2ccccc2)=NN(c2ccccc2)[C@@H]1CO	-21.5%
5.4%	4.5%	COc1ccc(CNC(=O)CSc2nnc(C)n2-c2ccc(F)cc2)cc1	-18.5%
-9.1%	u	O=C(Nc1sc2c(c1C(=O)O)CCCCC2)c1ccco1	-2.1%
-2.8%	5.1%	O=C(NCc1cccc(F)c1)C1CCN(S(=O)(=O)Cc2ccccc2)CC1	-1.5%
1.0%	x	CCN(C(=O)COC(=O)c1cc([N+](=O)[O-])ccc1N1CCOCC1)c1ccccc1	-17.0%
1.6%	-20.8%	CC(C)NC(=O)C1CCN(Cc2cccc(Oc3ccccc3)c2)CC1	-2.5%

The list continues.
FEN1 inh	N370S GC	Compound	GCN5L2 inh
5.1%	18.5%	COc1cccc(-c2ccc(SCC(=O)N3CCOCC3)nn2)c1	-9.1%
-3.6%	-1.2%	O=C(C1CCCN1S(=O)(=O)c1cccc2nsnc12)N1CCCCCC1 (stereo not given)	3.4%
-14.8%	11.2%	COc1cc(OC)c2c(=O)cc(-c3cccnc3)oc2c1	-16.4%
-19.5%	-12.3%	Oc1ccc(/C=N/N2CCN(C3c4ccccc4-c4ccccc43)CC2)cc1O	-15.2%
3.2%	x	CCOC(=O)C1=CN(Cc2cccc(F)c2)S(=O)(=O)NC1c1ccccc1 (stereo not given)	-8.2%
-6.3%	u	Cc1cc(C)nc(/N=C(\N)Nc2ccc(OCCC(C)C)cc2)n1	-2.9%
5.0%	3.1%	CC12CCC(C(=O)N3CCCCC3)(CC1=O)C2(C)C (stereo not given)	1.0%
x	u	COc1cccc(-c2ccc3ncnc(NCCc4c[nH]c5ccc(OC)cc45)c3c2)c1	-21.3%

More structures follow.
FEN1 inh	N370S GC	Compound	GCN5L2 inh
-5.3%	x	O=C(Cn1cc(S(=O)(=O)Cc2cccc(Cl)c2)c2ccccc21)NCc1ccccc1Cl	-12.1%
-19.8%	9.3%	COc1ccc(-c2nc(C)ncc2N=Nc2ccccc2)cc1	-22.0%
-2.7%	2.7%	Cc1c(Br)cc(C(=O)N2CCCC2)c(C)c1C	2.2%
x	1.0%[21.6 µM]	CN[C@@H](CC(C)C)C(=O)N[C@@H]1C(=O)N[C@H](CC(N)=O)C(=O)N[C@@H]2C(=O)N[C@H]3C(=O)N[C@H](C(=O)N[C@H](C(=O)O)c4cc(O)cc(O)c4-c4cc3ccc4O)[C@H](O)c3ccc(c(Cl)c3)Oc3cc2cc(c3O[C@H]2O[C@@H](CO)[C@@H](O)[C@@H](O)[C@@H]2O[C@@H]2C[C@](C)(N)[C@H](O)[C@H](C)O2)Oc2ccc(cc2Cl)[C@@H]1O	-9.0%[21.4 µM]
21.3%	-16.3%	CCN(CC)C(=O)Cn1c(=O)n(-c2ccccc2)c(=O)c2sccc21	u
-1.7%	-3.1%	CCN(CCn1cccn1)C(=O)c1cccc(OC2CCN(S(C)(=O)=O)CC2)c1	1.2%
1.7%	1.5%	CNC(=S)NNC(=O)COc1ccc(C)c(C)c1	-5.4%
-13.4%	4.0%	Cc1ccccc1-n1c(SCc2cccc(F)c2)nc2[nH]ncc2c1=O	-6.0%

Carrying on.
FEN1 inh	N370S GC	Compound	GCN5L2 inh
9.3%	1.0%	Cc1ccc(C(=O)Nc2ccc(N3CCN(C(=O)c4ccco4)CC3)cc2)cc1	-0.5%
3.3%	-9.9%	Cc1csc(NC(=O)/C=C/c2ccc(C)o2)n1	34.3%[activator]
4.0%	-6.2%	NC(=O)Cn1nc([N+](=O)[O-])nc1Oc1ccccc1F	-7.3%
58.2%[activator]	1.9%	O=S(=O)(NC1CC1)c1ccc(Cl)cc1	-10.3%
6.7%	-7.5%	C=CCC1(CC=C)CCCN1C(=O)C1CCC(=O)N(CCc2ccc(OC)cc2)C1 (stereo not given)	-12.3%
-10.9%	-7.7%	Cc1cc(C)cc(NC(=S)NCc2cccn2C)c1	1.3%
-8.8%	x	Cc1c(C(=O)N2CCCC2)oc2c1-c1nn(CC(=O)NCc3cccc(F)c3)cc1CC2	-7.6%
4.4%	9.4%	CS(=O)(=O)c1cccc(C(=O)Oc2ccccc2)c1	4.5%

Looked up by structure from the entries so far:
FEN1 inh	N370S GC	Compound	GCN5L2 inh
-10.9%	-7.7%	Cc1cc(C)cc(NC(=S)NCc2cccn2C)c1	1.3%
4.0%	-6.2%	NC(=O)Cn1nc([N+](=O)[O-])nc1Oc1ccccc1F	-7.3%
4.4%	9.4%	CS(=O)(=O)c1cccc(C(=O)Oc2ccccc2)c1	4.5%
6.7%	-7.5%	C=CCC1(CC=C)CCCN1C(=O)C1CCC(=O)N(CCc2ccc(OC)cc2)C1 (stereo not given)	-12.3%

Further compounds follow:
FEN1 inh	N370S GC	Compound	GCN5L2 inh
19.0%	x	Cc1ccc(S(=O)(=O)C(CNS(=O)(=O)c2ccc(F)c(C(F)(F)F)c2)c2ccco2)cc1 (stereo not given)	0.9%
-8.3%	x	COc1ccc(S(=O)(=O)N2CCOCC2)cc1NC(=O)COc1ccc(C)cc1	-1.6%
-12.6%	-2.8%	O=C(NCCC1=CCCCC1)c1c(O)nc2ccccn2c1=O	-3.1%
-0.5%	x	CCc1ccc(OCC(=O)Nc2ccc3c(c2)c2ccccc2n3CC)c(Br)c1	-15.5%
-8.7%	-3.7%	CCN1CCN(C(=O)NC2CCCCC2)CC1	-15.0%
-20.1%	0.2%	CC(=O)NS(=O)(=O)c1ccc(NC(=O)c2ccc3c(c2)C(=O)N(CCC(C)C)C3=O)cc1	-6.6%
-3.8%	-1.6%	O=C(CCc1nc2ccccc2s1)NC1CCOC1=O (stereo not given)	-5.0%
11.2%	6.5%	Cc1cc(NC(=O)CSc2nc3ccsc3c(=O)n2CCCC(=O)NCCc2ccccc2)no1	-6.6%

(list continues)
FEN1 inh	N370S GC	Compound	GCN5L2 inh
-4.7%	-6.4%	CNCc1c(OCc2ccccc2)ccc2ccccc12	1.6%
-5.9%	x	COc1ccc(C)cc1NC(=O)CCn1nc(C)cc1C	2.8%
-3.6%	-5.6%	O=C(Oc1ccc(-c2nnco2)cc1)N(c1ccccc1)c1ccccc1	-8.0%
-0.6%	x	O=C(CS(=O)(=O)c1nc(-c2ccc(Cl)cc2)cn1-c1ccccc1)Nc1cccc(Cl)c1	-11.9%
-4.2%	-12.0%	Cc1ccc(C(=O)NNC(=O)c2ccc(S(=O)(=O)N(C)c3ccccc3)cc2)cc1	-2.4%
-6.2%	-14.2%	CC1CN(CC(=O)N2CCc3[nH]c4ccccc4c3C2)CC(C)O1 (stereo not given)	-10.7%
-17.5%	x	CCc1ccc(S(=O)(=O)c2cn(Cc3ccc(OC)cc3)c3cc(OC)c(OC)cc3c2=O)cc1	-1.9%
3.2%	-0.2%	Cc1nc(-c2ccccc2)cc(=O)[nH]1	0.0%

Copied from the results shown for reference:
FEN1 inh	N370S GC	Compound	GCN5L2 inh
-9.0%	1.1%	COc1ccc(OC)c(-n2nnnc2SCC(=O)Nc2ccc3c(c2)OCCO3)c1	2.2%
16.2%	-1.5%	Cc1cccc(C(=O)OCC(=O)NCCCc2ccccc2)c1O	18.5%
0.0%	14.9%	CCOC(=O)c1cn(CC(=O)Nc2ccc(CC)cc2)nn1	-11.2%
0.8%	2.1%	COc1cccc(CNC(=O)C(CCSC)NS(=O)(=O)c2ccc3c(c2)oc(=O)n3C)c1 (stereo not given)	-14.8%

The listing continues:
FEN1 inh	N370S GC	Compound	GCN5L2 inh
2.3%	x	CC(OC(=O)c1c(F)cccc1F)C(=O)NCCC1=CCCCC1 (stereo not given)	1.0%
-14.0%	20.8%	Cc1ccc(-c2cc(NC(=O)CCl)n(-c3ccccc3)n2)cc1	-3.0%
-16.7%	-11.1%	COCCCN(C(=S)Nc1cc(Cl)cc(Cl)c1)C(C)c1ccccn1 (stereo not given)	-3.6%
-17.1%	u	CC(=O)N1c2ccccc2Oc2cc3ccccc3cc21	-3.1%
-10.4%	9.0%	COc1ccc(NC(=O)c2cn3c(nc4ccccc43)c(C#N)c2C)cc1	0.4%
7.8%	-11.2%	CCN1CCN(c2nc(Nc3cccc(C)c3)nc(N)c2[N+](=O)[O-])CC1	-3.6%
0.9%	-4.1%	COCCSc1nnc(NC(=O)C(C)(C)C)s1	2.5%
-0.1%	x	O=C(Cn1c(-c2cccs2)cc2cc(Cl)ccc21)N1CCN(c2ccccc2F)CC1	-4.5%

(list continues)
FEN1 inh	N370S GC	Compound	GCN5L2 inh
16.8%	x	COc1ccc(NC(=O)c2cc3c(=O)n(Cc4cccnc4)ccc3nc2C)cc1OC	-3.3%
0.0%	-0.7%	CCOC(=O)Cn1cnc2scc(-c3ccccc3)c2c1=O	-12.4%
6.6%	-14.7%	CCn1ncc(S(=O)(=O)N2CCN(c3cccc(OC)c3)CC2)c1C	-9.2%
8.1%	6.0%	O=C(Cc1c(F)cccc1Cl)NNC(=O)Nc1ccc2c(c1)OCO2	-1.8%
-4.0%	x	N#CCCN(C(=O)COC(=O)CCC(=O)c1ccc(F)cc1)c1ccccc1	3.2%
2.0%	0.2%	Cc1ccc(-c2nnn(CC(=O)N(CC(=O)NC3CCCC3)c3cnc4ccccc4c3)n2)o1	-2.8%
1.2%	-3.9%	COc1ccc(CCN=CC2=C(O)CC(C)(C)CC2=O)cc1	-10.0%
-5.1%	2.8%	O=S(=O)(c1cccc(Cn2nnc(-c3ccc(F)cc3)n2)c1)N1CCOCC1	-12.3%

The list goes on:
FEN1 inh	N370S GC	Compound	GCN5L2 inh
-2.2%	2.4%	CC(C)CC(OC(=O)c1nsc(Cl)c1Cl)C(=O)NC1CCCC1 (stereo not given)	-6.8%
3.9%	8.8%	Cn1c(=O)c2c(nc(CN3CCOCC3)n2CCc2ccccc2)n(C)c1=O	3.5%
-10.7%	-0.5%	COc1ccc(CNc2ccc(-c3ccccc3OC)nn2)cc1	-16.5%
-1.7%	x	Cc1ccc(-n2c(=O)c3c(C)c(C(=O)N(C)C)sc3n(CC(=O)C(C)(C)C)c2=O)cc1C	-5.4%
0.1%	3.3%	CC(NC(=O)CCCn1cc([N+](=O)[O-])cn1)c1ccccc1 (stereo not given)	-5.6%
-0.7%	-3.9%	CCc1cc(=O)oc2c(C)c(OC(C)C(=O)NCCCN3CCOCC3)ccc12 (stereo not given)	-5.8%
-11.9%	-12.0%	Nc1c(Cl)ncnc1N/N=C/c1ccc(O)cc1	-0.3%
1.3%	-6.5%	O=C(O)C1CCCCC1C(=O)Nc1ccc(S(=O)(=O)N2CCCC2)cc1 (stereo not given)	-3.7%

Source: PubChem

Only part of the results is shown. The share of hits here may be higher or lower than overall.
